# Screens from PubChem BioAssay.
# D1 potentiator – Potentiators of Human D1 Dopamine Receptor: qHTS; HEK293 TREx D1 cells, calcium flux, dopamine EC20 potentiation; potentiation, % at 10 µM; 360,000 tested, 0.036% active; in the data active = potentiation above about 30%; note: 0% is about no effect
# Target sequence (P21728 whole entry, looked up): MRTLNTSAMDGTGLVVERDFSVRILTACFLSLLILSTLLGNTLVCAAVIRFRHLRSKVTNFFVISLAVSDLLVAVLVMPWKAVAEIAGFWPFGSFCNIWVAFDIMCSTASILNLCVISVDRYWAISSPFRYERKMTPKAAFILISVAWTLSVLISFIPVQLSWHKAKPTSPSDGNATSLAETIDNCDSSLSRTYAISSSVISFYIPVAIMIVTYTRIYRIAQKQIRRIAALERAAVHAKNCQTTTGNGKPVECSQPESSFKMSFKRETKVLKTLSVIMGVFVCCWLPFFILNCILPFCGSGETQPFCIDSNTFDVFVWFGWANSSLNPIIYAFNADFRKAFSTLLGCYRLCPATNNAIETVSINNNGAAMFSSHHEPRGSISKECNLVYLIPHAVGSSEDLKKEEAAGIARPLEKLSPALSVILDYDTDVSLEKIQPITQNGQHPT
# D1 ag – Allosteric Agonists of the Human D1 Dopamine Receptor: qHTS | HEK293 T-REx D1 cells, calcium flux, agonist mode | activation, % at 2 µM | 360,000 tested, 1% active | AID 504660, 2011; note: 0% is about no effect
#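 Tetracycline-induced HEK293 TREx D1 cells, force-coupled to calcium signalling, were dye-loaded with a no-wash calcium kit. Compound was pin-added after a 10 s baseline. Fluorescence was read kinetically at 1 cycle/s for 180 s, with calcium rises flagged as agonism.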
# D2 ag – HTS Assay for Allosteric Agonists of the Human D2 Dopamine Receptor: Primary Screen for Agonists; D(2) dopamine receptor (Homo sapiens), P14416; activation, % at 2 µM; AID 485358, 2010; 340,000 tested, 0.53% active; HEK293 T-REx D2 cells, calcium flux agonist mode;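 active = activation over 3 SD above normal in the single-dose calcium agonist read, cut at about 30% in these data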; note: 0% is about no effect
#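 Agonism scored from kinetic calcium signal (1 read/sec, 180 s) following compound pin transfer, after a 10 s baseline. Cells: HEK293 Trex line expressing inducible D2 receptor coupled to calcium, dye-loaded after overnight culture at 30 C.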
# TRHR ag – qHTS for Small Molecule Agonists and Allosteric Enhancers of Human TRH Receptor: Primary Screen for Agonists | Thyrotropin-releasing hormone receptor (Homo sapiens), P34981 | TRHR cells, calcium flux fluo-8, FDSS agonist mode | activation, % at 2 µM | 360,000 tested, 0.18% active | AID 493084, 2011; note: 0% is about no effect
# Target sequence (P34981 whole entry, looked up): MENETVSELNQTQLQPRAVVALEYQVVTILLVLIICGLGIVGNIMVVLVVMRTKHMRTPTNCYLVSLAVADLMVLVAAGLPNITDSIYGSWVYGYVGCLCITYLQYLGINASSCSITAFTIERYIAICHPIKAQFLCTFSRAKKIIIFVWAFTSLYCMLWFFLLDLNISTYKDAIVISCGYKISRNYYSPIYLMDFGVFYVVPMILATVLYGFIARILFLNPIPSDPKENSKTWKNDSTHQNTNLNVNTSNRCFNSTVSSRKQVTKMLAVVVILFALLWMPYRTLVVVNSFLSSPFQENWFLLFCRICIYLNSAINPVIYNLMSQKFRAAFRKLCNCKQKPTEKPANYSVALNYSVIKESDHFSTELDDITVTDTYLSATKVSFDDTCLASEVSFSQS
#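 Fluo-8-loaded TRHR cells; 10 s baseline, compound added, kinetic Ca2+ fluorescence read 1/s, agonist mode.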
# TRHR enhancer – qHTS for Small Molecule Agonists and Allosteric Enhancers of Human TRH Receptor: Primary Screen for Enhancers | TRHR cells, fluo-8 calcium fluorescence, EC20 TRH enhancement | enhancement, % at 2 µM | 360,000 tested, 0.66% active; in the data active = enhancement above about 30%; note: 0% is about no effect
#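 TRHR-expressing cells loaded with fluo-8 calcium dye were read kinetically (ex 480/em 530) during compound addition, then stimulated with an EC20 of TRH (10 nM final). Enhancement of the Gq-mediated intracellular calcium response was scored.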
# RXFP1 antagonist – qHTS Assay for Antagonists of the Relaxin Receptor RXFP1; Relaxin receptor 1 (Homo sapiens), Q9HBX9; HEK293-RXFP1, relaxin-stimulated cAMP HTRF, 30 min; hits give low values; activity change, negative = inhibition, % at 57.5 µM; 350,000 tested, 0.59% active;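 active = activity change of -60% or lower, but not beyond a set lower limit; inconclusive = change between -60% and -40%, or beyond the set limit; inactive = change above -40%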; note: % is set by controls: 0 for no effect and ±100 for the full control effect
# D2 antag – HTS Assay for Allosteric Antagonists of the Human D2 Dopamine Receptor: Primary Screen for Antagonists; D(2) dopamine receptor (Homo sapiens), P14416; HEK293 TREx D2 cells, calcium flux, dopamine EC80; inhibition, % at 10 µM; 340,000 tested, 2% active; AID 485344, 2010; in the data active = inhibition above about 30%; note: 0% is about no effect
#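 In this primary screen, negative modulation is detected by tracking calcium flux after an EC80 dopamine challenge in inducible HEK293 T-REx D2 cells preexposed to test compound for 180 s.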
# D2 potentiator – HTS Assay for Positive Allosteric Modulators of the Human D2 Dopamine Receptor: Primary Screen for Potentiators. D(2) dopamine receptor (Homo sapiens), P14416. HEK293 T-REx D2, calcium flux, EC20 dopamine potentiation. potentiation, % at 10 µM. 340,000 tested, 0.34% active;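 active = potentiation over 3 SD above the plate norm, cut at about 30% in these data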; note: 0% is about no effect
#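 Calcium flux readout, no-wash dye, 1 read/s. Inducible HEK293 Trex D2 line, overnight 30 C. Compound alone 180 s (agonist flags), then EC20 dopamine, another 180 s to score potentiation.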
# D1 antag – Antagonist of Human D 1 Dopamine Receptor: qHTS; HEK293 TREx D1 cells, calcium flux, dopamine EC80; hits give low values; activity change, negative = inhibition, % at 10 µM; 360,000 tested, 3.2% active; in the data active = activity change below about -30%; note: % is set by controls: 0 for no effect and ±100 for the full control effect
#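 Antagonism measured as reduced calcium response to an EC80 dopamine addition following 180 s compound pre-read; cells were inducible HEK293 Trex D1 plated overnight at 30 C, read kinetically at 1 cycle/sec.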
# * = called active by the depositor; ? = inconclusive; · = no result given; & = joins results of further samples. Cut-off read from the data, not from the text of the source, unless noted: active = activation above about 30%; inactive = the rest.
SMILES,D1 potentiator,D1 ag,D2 ag,TRHR ag,TRHR enhancer,RXFP1 antagonist,D2 antag,D2 potentiator,D1 antag
Cc1cc(Cl)c2c(c1)[C@]1(C(=O)N2)[C@@H]2C(=O)N(Cc3ccccc3)C(=O)[C@@H]2[C@@H]2CCCN21,-10,0,-1.0,-0.2,8,-11,-14,2,27
COc1cc(/C=C(/C#N)C(=O)NCc2ccccc2)cc(OC)c1OC,-3,1,1.2,0.2,-7,-5,-6,15,24
COCCCNc1nc2c(-c3cccc(C(F)(F)F)c3)nnn2c2ccccc12,-3,3,0.5,1.2,-3,12,1,-1,-15
CCN1C(=O)C(O)(C2COC(C)(C)CC2=O)c2cc(Br)ccc21 (stereo not drawn),1,2,0.3,1.0,5,-12,-11,0,3
CCCC(C(=O)NC1CCCC1)N(C(=O)Cn1nnc(-c2ccc(C)o2)n1)c1ccccc1OC (stereo not drawn),-1,2,-0.3,-0.7,-1,5,9,-6,7
Cc1ccc(NC(=O)Cn2cc(S(=O)(=O)N3CCCC3)c(S(=O)(=O)N3CCCC3)c2)cc1C,5,6,-0.3,3.6,-4,-17,·,4,-9
O=S(=O)(c1ccc(Cl)cc1)N1CCN(c2nc(-c3cccc(Br)c3)nc3ccccc23)CC1,4,1,·,-0.7,-3,·,·,·,-13
Cc1ccc(Nc2c(-c3ccccc3O)nc3ncccn23)cc1,0,3,1.6,-0.7,-1,-16,-3,7,-19
Cc1cc(OC(C)C(=O)NC2CCN(Cc3ccccc3)CC2)c2c(C)cc(=O)oc2c1 (stereo not drawn),9,4,-0.8,0.0,2,3,73*,-19,-5
O=C(NC1CCCCC1)c1ccc(S(=O)(=O)N2CCCC2)cc1,-6,2,0.2,0.0,2,-10,-23,-1,6
Cc1ccc(NC(=O)CNC(=O)c2ccc(C)o2)cc1,-1,1,-0.8,-0.6,3,0,6,4,-1
COCCN(Cc1nnc(-c2cccs2)o1)C(=O)c1cccc(S(=O)(=O)N2CCOCC2)c1,-3,0,0.9,0.6,9,-8,8,4,-15
COc1ccc(CCNC(=O)c2c(C)nn(CC(C)C)c2Cl)cc1OC,6,1,0.2,0.4,4,-2,14,5,-3
Cc1ccc(C)c(NC(=S)NCc2ccc3c(c2)OCO3)c1,2,3,0.0,0.1,1,11,-2,7,-3
COc1ccccc1C(=O)Nc1ccccc1SCc1cc(=O)c2ccccc2[nH]1,4,3,·,0.3,-9,-10,·,7,2
Cc1c(C(=O)NCc2ccc(F)cc2)sc2nc3n(c(=O)c12)CCC3,-1,0,1.9,0.5,1,-7,·,-12,-2
COc1cc(Cl)nn(-c2ccccc2)c1=O,1,1,-0.4,0.2,-2,-3,-12,3,7
CCOC(=O)C1(Cc2cccc(Cl)c2)CCCN(C(=O)CCN2CCCC2=O)C1 (stereo not drawn),-1,1,0.2,0.6,-4,·,-5,-7,-11
CCC(C)c1ccc(NC(=O)N2CCN(C(=O)C3CCCO3)CC2)cc1 (stereo not drawn),-4,2,0.0,-0.1,-9,-2,7,-7,-3
Cc1c(NC(=O)c2ccc3c(c2)C(=O)N(CC2CCCO2)C3=O)cccc1C(=O)O (stereo not drawn),-1,3,-0.5,0.3,26,·,-6,-16,-7
Clc1ccc2nc(CSc3ccccc3)cn2c1,-5,1,0.1,-2.0,0,-22,5,7,2
COCCOC(=O)C1=C(N)OC2=C(C(=O)CC(C)(C)C2)C1c1cccnc1 (stereo not drawn),-7,2,-0.2,-0.4,-1,3,12,-2,7
Nn1c(SCC(=O)Nc2ccc3c(c2)OCO3)nnc1C1CCCCC1,-6,4,-0.6,-0.6,26,-6,31*,7,2
Cc1nc2sccn2c(=O)c1S(=O)(=O)Nc1cccc(Cl)c1C,-7&-2,2&4,1.6,0.2&-0.2,6&0,-15&-20,-16,2&-5,3&-26
O=C(CSc1nnc(NC(=O)c2ccco2)s1)Nc1ccc(F)cc1,6,2,0.0,-0.3,-2,3,-4,2,29

# Molecules shown so far containing bromine, in the order listed:
SMILES,D1 potentiator,D1 ag,D2 ag,TRHR ag,TRHR enhancer,RXFP1 antagonist,D2 antag,D2 potentiator,D1 antag
CCN1C(=O)C(O)(C2COC(C)(C)CC2=O)c2cc(Br)ccc21 (stereo not drawn),1,2,0.3,1.0,5,-12,-11,0,3
O=S(=O)(c1ccc(Cl)cc1)N1CCN(c2nc(-c3cccc(Br)c3)nc3ccccc23)CC1,4,1,·,-0.7,-3,·,·,·,-13

# Other structures
SMILES,D1 potentiator,D1 ag,D2 ag,TRHR ag,TRHR enhancer,RXFP1 antagonist,D2 antag,D2 potentiator,D1 antag
COc1ccccc1-c1nn2c(-c3ccco3)nnc2s1,-10,2,0.4,0.0,2,1,-10,8,3
Cc1nn(C)cc1CN(C)C(=O)c1nn2c(c1Cl)NC(c1cccs1)CC2C(F)(F)F (stereo not drawn),1,1,0.1,-0.1,-5,-4,-8,4,14
CCC(=O)Nc1ccc(Cl)c(NC(=S)NC(=O)c2cc3ccccc3o2)c1,-4,2,-1.8,-0.9,1,·,-3,13,-2
COc1ccc(CNC(=O)C2CCCN(S(=O)(=O)N(C)c3ccc(F)cc3)C2)cc1OC (stereo not drawn),-6,4,-0.4,-0.2,-2,-18,·,5,-27
COc1ccc(CNC(=O)Cn2c(=O)nc(-c3ccccc3)c3cc(Cl)ccc32)cc1OC,0,0,-1.0,-1.0,0,7,·,-1,-5
O=[N+]([O-])c1cc(Br)cc(/C=N/n2cnnc2)c1O,1,6,14,1.7,3,-35,13,2,4
COc1ccc(S(=O)(=O)N2CCCC2)c2ccccc12,-2,-2,·,-0.4,2,-4,·,·,1
O=S(=O)(NCc1ccccc1)c1ccc(S(=O)(=O)N(Cc2ccccn2)C2CCCC2)cc1,7,1,·,-0.1,3,8,·,·,11
Cc1cc(/C=C2\C(=O)NN(c3ccccc3)C2=O)c(C)n1-c1ccccc1O,2,2,-0.4,-0.9,20,5,4,12,6
O=C(NP(=O)(N1CCOCC1)N1CCOCC1)C1=C(N2CCOCC2)/C(=C\c2ccccc2)CC1,4,-1,0.9,0.5,-7,-3,-14,-6,3
N#CCCn1ccc(NC(=O)c2ccc(Cl)cc2)n1,6,2,·,0.0,-3,-6,·,·,-7
COc1ccc(-c2nn(C)c(=O)c3ccccc23)cc1NC(=O)Cn1nc(C)c2ccccc2c1=O,-5,0,·,-1.2,-4,-4,·,·,2
Cc1ccccc1OCc1nc2c3cnn(C)c3ncn2n1,5,1,0.4,-0.5,5,-4,4,4,-29
c1ccc(-c2csc(-c3cccnc3)n2)cc1,-8,1,·,-0.6,-4,-3,·,·,-8
O=C(C1CCC1)N1CCN(S(=O)(=O)c2cccc(F)c2)CC1,-6,2,0.5,0.0,-2,-3,-7,12,-6
COc1cc(/C=N/NC(=O)c2ccc(N3CCCC3=O)cc2)ccc1O,-8,6,0.0,-0.2,10,-17,-5,-15,-4
Cc1ccc2cccc(NC(=O)c3ccc(-c4cccc(Cl)c4)o3)c2n1,2,0,0.0,4.3,0,-6,·,-8,4
COC(=O)C1=C(C)N(Cc2ccccc2)C(=NCC2CC2)N[C@H]1c1ccc(Br)cc1,-7,15,·,4.9,32*,·,·,·,-80*
COc1cc(-c2cc(-c3ccccc3)nc(SCC(=O)O)c2C#N)cc(OC)c1OC,-6,2,-2.1,0.2,-5,2,6,10,-16
COc1ccc(NC(=O)CN(C)C(=O)c2cc(-c3ccc(Cl)cc3)nc3ccccc23)cc1,-7,3,0.5,-0.3,-4,?,1,1,-12
C/C(CC(=O)NCc1ccco1)=N\NC(=O)CC#N,-4,2,-0.8,0.0,-2,-1,0,-8,-8
CCCc1cc(=O)[nH]c(SCC(=O)N2CCN(c3ccccc3)CC2)n1,-12&-1,1&-2,0.4&-0.9,0.3&-1.3,1&-1,-12&-3,38*,-4&15,-11&-13
CCOC(=O)C1=C(Nc2ccc(Br)cc2)CC(C)(O)C(C(=O)OCC)C1c1ccccc1 (stereo not drawn),-3,4,0.3,-0.1,2,4,-4,-5,11
CC(=O)c1c(C)[nH]c(C(=O)NCCc2c[nH]c3ccccc23)c1C,·,24,0.5,-0.1,1,-6,-4,-5,-6
Cc1cc(Cl)c(OCCCNC2CCCC2)c(Br)c1,2,20,1.1,0.8,3,-22,9,5,20

# Next part, overlapping the part above by two compounds.
SMILES,D1 potentiator,D1 ag,D2 ag,TRHR ag,TRHR enhancer,RXFP1 antagonist,D2 antag,D2 potentiator,D1 antag
CC(=O)c1c(C)[nH]c(C(=O)NCCc2c[nH]c3ccccc23)c1C,·,24,0.5,-0.1,1,-6,-4,-5,-6
Cc1cc(Cl)c(OCCCNC2CCCC2)c(Br)c1,2,20,1.1,0.8,3,-22,9,5,20
O=C(NCCc1csc(-c2cccc(F)c2)n1)c1ccco1,-5&-5,2&-1,0.2,-0.6&-0.3,-8&-1,-2&-5,10,-3,2&-18
Cc1cc(N(C)N)nc(NC(=O)NS(=O)(=O)c2ccccc2Cl)n1,1,3,1.4,2.0,3,-19,-1,7,7
Cc1[nH]n(C(N)=S)c(=O)c1N=Nc1ccccc1C(F)(F)F,-3,7,0.8,0.0,-3,11,14,13,-7
Cc1noc(C)c1COc1cccc(C(=O)NC(C)(C)C)c1,-5,4,-0.7,0.6,-9,-2,-8,-3,2
O=C(Nc1ccc(S(=O)(=O)N2CCCC2)cc1Cl)C1=COCCO1,1,2,-0.3,-0.2,-2,-7,-19,5,14
CC(C)(C)NC(=O)Cn1nnc(-c2ccc(Cl)cc2)n1,-4,2,1.3,0.2,-4,7,-3,8,11
O=C(COC(=O)C12CC3CC(CC(C3)C1)C2)Nc1nccs1,3,6,1.0,0.6,-1,-1,-4,0,-34*
COc1cc(OC)cc(-c2nnc(SCC(=O)Nc3cccc(C(=O)O)c3)s2)c1,-3,4,3.4,-0.4,-5,0,18,-10,-6
COc1cc(NC(=O)CN2CCN(CC(=O)Nc3ccc(F)cc3)CC2)cc(OC)c1,-1,1,-1.3,-0.1,6,6,·,-1,0
CC(=O)NNC(=S)NC(=O)C(c1ccccc1)c1ccccc1,-2,1,1.6,-0.4,9,-13,9,-1,-2
O=C(COc1ccc([N+](=O)[O-])cc1)N1CCC(c2nc3ccccc3s2)CC1,-1,7,0.0,0.0,-3,?,·,-5,-82*
CCOC(=O)N1CCN(C(=O)Cn2ccc3c(OC)cccc3c2=O)CC1,1,3,2.1,-0.3,2,-9,-2,3,7
CC(C)(C)C1c2[nH]c3ccccc3c2CCN1CCCn1cccn1 (stereo not drawn),-8,2,0.8,1.3,-6,-8,3,-6,-9
